# Assay outcomes from PubChem.
# IL1B secr inh = blocks inflammasome-driven IL-1 beta release | THP-1 LPS/ATP IL-1B secretion, AlphaLISA, 16 h; active compounds read low | activity change, % at 57.5 µM | hit rate 4.7% among 360,000; in the data active = activity change below about -50%; inconclusive = mostly about -30% to -49%; also: % is scaled to controls: 0 for no effect and ±100 for the full control effect
#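 Secreted IL-1B measured by AlphaLISA bead assay after 16 h compound exposure of THP-1 cells; compounds (final up to 57.5 uM) added 1 h before LPS (250 ng/mL) and ATP (1.25 mM) stimulation; lower signal means less secretion.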
# ATXN2 expr inh = ATXN2 expression inhibition; Potency, µM (doses to about 57 µM), for the others: top-dose activity change, negative = inhibition, usual class: inhibitors; HEK-293 ATXN2-luciferase reporter, luminescence, 24 h; hit rate 0.72% among 360,000; AID 1745845; also: potency is read from the fitted curve at half-maximal effect; % is scaled to controls: 0 for no effect and ±100 for the full control effect; nearly all actives have a fitted effect of over 55% in size
#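 qHTS (up to 57 uM final) was run with 24 h compound exposure of reporter cells at 37 °C. Each well was multiplexed: SteadyGlo luminescence measured ATXN2-luciferase expression after a fluorogenic Gly-Phe-AFC viability readout (25 uM final).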
# HT1080 IDH1KD tx = kills HT-1080 cells with IDH1 knockdown | HT-1080 IDH1 knockdown viability, ATP luminescence, 48 h | Potency, µM (titrated, usually from 46.1 µM), for the others: at the top dose activity, negative = toxicity, usual class: cytotoxic | hit rate 2% among 360,000;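 also: potency is read from the fitted curve at half-maximal effect; 0% = DMSO wells and -100% = cell-free medium wells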
#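 Assay cells: HT-1080 with IDH1 knockdown, 750 per well, RPMI/5% FBS. Exposure: 48 h at 37 °C following 2 h pre-incubation. Read: CellTiter-Glo luminescence; fitted concentration-response, curve class assigned.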
# MCF10A rerep = DNA re-replication induction in MCF 10a cells. MCF 10A DNA re-replication, Hoechst nuclear intensity, 48 h. Potency, µM (top dose mostly 46.1 µM), without a hit: top-dose activity, positive = re-replication, most hits filed as activators. hit rate 2.9% among 350,000; also: potency is read from the fitted curve at half-maximal effect; % of control where 0% means no effect; nearly all actives have a fitted effect of over 50% in size
# HepG2 viability = counter-screen for TGF-b inhibitors: cytotoxicity in HepG2 cells; HepG2 CAGA-GFP viability, ATP luminescence, 18 h; Potency, µM (top dose mostly 46.1 µM), without a hit: at the top dose activity change, negative = cytotoxicity, usual class: cytotoxic; hit rate 0.76% among 410,000; also: potency is read from the fitted curve at half-maximal effect; some results filed as inactive show a strong effect at the top dose
#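 HepG2 CAGA-GFP cells (1000/well, DMEM with 1% FBS) received compound, then TGF-beta at 500 pg/mL final, and were incubated 18 hours at 37 degrees C. Viability was read by CellTiter-Glo luminescence. Media-only wells were set as complete cell-killing and DMSO as no toxicity.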
# HT1080NT lethal = kills 2HG-producing HT-1080-NT fibrosarcoma cells; AID 686970; Potency, µM (top dose mostly 46.1 µM), without a hit: at the top dose activity, negative = less viability, most hits filed as cytotoxic; hit rate 1.6% among 360,000; HT-1080-NT fibrosarcoma viability, CellTiter-Glo ATP luminescence, 48 h;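 also: NT is the 2HG producing partner of a matched IDH1 knockdown line; potency is read from the fitted curve at half-maximal effect; 0% = DMSO-treated cells and -100% = media-only wells without cells; nearly all actives have a fitted effect of over 55% in size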
#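 Toxicity toward the 2HG-producing NT line was scored as %Activity, normalised to DMSO and no-cell wells, from CellTiter-Glo luminescence after 48 hours' treatment.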
# ATXN viability = viability counter-screen for ATXN expression inhibitors | S2 cells (HEK-293 line with an ATXN2-luciferase reporter) viability, CellTiter-Fluor protease fluorescence, 24 h | Potency, µM (series often up to 56.7 µM), most hits filed as cytotoxic | hit rate 0.49% among 400,000 | AID 651635; also: potency is read from the fitted curve at half-maximal effect; nearly all actives have a fitted effect of over 40% in size
# KB-3-1 tox = kills parental KB-3-1 adenocarcinoma cells. KB-3-1 viability, CellTiter-Glo ATP luminescence, 72 h. hit rate 1.4% among 400,000. Potency, µM (titrated, usually from 46.1 µM), for inactives: at the highest dose activity change, negative = cytotoxic, usual class: cytotoxic; also: potency is read from the fitted curve at half-maximal effect; % is scaled to controls: 0 for no effect and ±100 for the full control effect; nearly all actives have a fitted effect of over 60% in size
#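 KB-3-1 cells, DMEM (no phenol red) + 10% FBS; compound by pin transfer, 72 h, 37 °C. Readout: CellTiter-Glo luminescence after 10 min. Data normalized, curve-fitted.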
# SW480 rereplic = induces DNA re-replication in SW480 colon adenocarcinoma cells. SW480 DNA re-replication, Hoechst DNA content imaging, 48 h. Potency, µM (titrated, usually from 46.1 µM), for inactives: at the highest dose re-replication activation, most hits filed as activators. hit rate 1.8% among 340,000; also: potency is read from the fitted curve at half-maximal effect; % of control where 0% means no effect; nearly all actives have a fitted effect of over 55% in size
#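 First, 250 cells per well were seeded. Next, compound or vehicle (23 nL) was pinned in, plates sat 48 hr at 37 C. Finally Hoechst was added for 40 min before fluorescence scanning.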
# * hit, by the source's call; i = inactive; u = inconclusive; x = not tested or not shown; & = joins results of further samples; [ ] = remark or other dose. Unless noted, calls follow the shape of the dose curve; as a rule, active = well fitted curve in the direction sought with a large enough effect; inconclusive = small, poorly fitted or top-dose-only effect, or another doubt; inactive = no such curve, though single readings can be large; an effect the other way counts as inactive or inconclusive.
SMILES,IL1B secr inh,ATXN2 expr inh,HT1080 IDH1KD tx,MCF10A rerep,HepG2 viability,HT1080NT lethal,ATXN viability,KB-3-1 tox,SW480 rereplic
CC1CCCCN1Cc1ccc(N)cc1 (stereo unspecified),-14,2%,16%,-3%,-3%,14%,u,9%,-1%
COC(=O)c1ccc(CNC(=O)COC(=O)CCC(=O)c2ccc(F)cc2)cc1,3,-19%,6%,-9%,-2%,8%,u,3%,4%
CC(C)CN(C(=O)CCC(=O)OCC(=O)c1ccc(F)c(F)c1)c1c(N)n(CC(C)C)c(=O)[nH]c1=O,11,-14%,12%,1%,-7%,-4%,i,4%,-6%
CCOC(=O)c1cc(-c2ccc(OC)cc2)n(CCC(=O)Nc2ccccc2OC)c1C,x,u,x,x,-29%,x,u,-24%,x
Cc1ccccc1-c1nc2cc(NC(=O)C3CC3)ccc2o1,-14,96%[activator],-11%,7%,-8%,-13%,i,-8%,1%
CCCCN(C)CCCNC(=O)CN1C(=O)COc2ccc(S(=O)(=O)N3CCOCC3)cc21,10,3%,0%,-3%,-4%&-4%,4%,u,-3%&-5%,-12%
Cc1ccc(C)c(-c2nnc(NC(=O)Cc3ccc(F)cc3)o2)c1,-11,x,1%,u,-19%,0%,i,u,-3%
O=C(N=C1SC2CS(=O)(=O)CC2N1c1ccc(F)c(Cl)c1)C1CCCO1 (stereo unspecified),18,8%,-1%,-2%,1%,-1%,i,6%,-2%
COCCc1nn2c(=O)cc(COC(=O)COc3ccc(F)cc3)nc2s1,x,-12%,x,x,2%,x,i,u,x
COc1ccc(OC)c(-c2nc3ccccc3nc2-c2ccccc2)c1,x,-29%,-25%,u,-20%,-4%,u,-10%,-6%
Cc1nc(CCNC(=O)C2CCC(=O)N(Cc3ccc(Cl)cc3)C2)sc1C (stereo unspecified),-2,0%,8%,0%,3%,3%,i,-4%,-22%
COc1ccc(N2CC(C)(C)[C@H](CC(=O)Nc3ccccc3)C2=O)cc1,-13,13%,8%,x,2%,1%,i,14%,x
COc1ccc(C(O)c2nccn2Cc2ccccc2)cc1 (stereo unspecified),-10,8%,2%,2%,-2%,-1%,i,-13%,2%
CC(Sc1cccc[n+]1[O-])C(=O)Nc1cccc(S(=O)(=O)N2CCOCC2)c1 (stereo unspecified),5,-8%,0%,-1%,-9%,6%,i,-4%,u
COc1ccc2c(c1)c(C(C)=O)c(C)n2C,-8,4%,9%,-5%,-8%,21%,i,10%,-2%
Cc1csc2nc(CNS(=O)(=O)c3ccc4c(c3)CCCC4)cn12,19,6%,7%,6%,-1%,8%,i,14%,-15%
COc1ccc(CC(=O)Nc2ccc3c(c2)CCC3)cc1,16,17%,-3%,6%,-19%,0%,i,-10%,20%
COC(=O)c1c(C(=O)OC)c2cccc3cc(-c4ccccc4)c4ccc1c4n32,-12,-19%,1%,2%,-38%,-3%,u,-20%,4%
COCCCNC(=O)C1CC(=O)N(CCc2ccc(F)cc2)C1 (stereo unspecified),6,-5%,11%,-1%,-2%,7%,i,-1%,-2%
Cc1c(C(=O)O)sc(S(=O)(=O)N2CCN(C(=O)CCc3ccccc3)CC2)c1C(=O)O,2,1%,-1%,4%,-31%,0%,i,-1%,5%

# Profiles, looked up by structure.
# CCOC(=O)c1cc(-c2ccc(OC)cc2)n(CCC(=O)Nc2ccccc2OC)c1C as listed: IL1B secr inh = x; ATXN2 expr inh = u; HT1080 IDH1KD tx = x; MCF10A rerep = x; HepG2 viability = -29%; HT1080NT lethal = x; ATXN viability = u; KB-3-1 tox = -24%; SW480 rereplic = x
# COc1ccc(OC)c(-c2nc3ccccc3nc2-c2ccccc2)c1 as listed: IL1B secr inh = x; ATXN2 expr inh = -29%; HT1080 IDH1KD tx = -25%; MCF10A rerep = u; HepG2 viability = -20%; HT1080NT lethal = -4%; ATXN viability = u; KB-3-1 tox = -10%; SW480 rereplic = -6%

# (further entries)
SMILES,IL1B secr inh,ATXN2 expr inh,HT1080 IDH1KD tx,MCF10A rerep,HepG2 viability,HT1080NT lethal,ATXN viability,KB-3-1 tox,SW480 rereplic
C=CCOc1ccc(Br)cc1CNCCO,-55*,-8%,13%,-1%,-17%,22%,i,0%,-6%
Cc1cc(C)nc(SC2CCCCC2NS(=O)(=O)c2ccc(Cl)cc2)n1 (stereo unspecified),-26,-17%,-11%,2%,-29%,-12%,i,-9%,-4%
CCNc1nc(NCC)n2c(SC(C(=O)Nc3cc(C)ccc3C)c3ccccc3)nnc2n1 (stereo unspecified),u,-20%,u,u,-15%,-23%,u,-16%,13%
O=C1COc2ccc(C(=O)COC(=O)CCSc3ccc(Cl)cc3)cc2N1,48,-18%,-19%,16%,13%,-8%,i,12%,7%
O=C(CSc1nnc2ccccn12)Nc1nsc(-c2ccccc2)n1,0,16%,0%,-2%,-1%,0%,i,2%,x
CC1CC(C)CN(C(=O)CCCn2c(=S)[nH]c3ccccc3c2=O)C1 (stereo unspecified),-21,-12%,-8%,8%,-22%,-6%,i,1%,6%
C[C@@H]1CN([C@H](C)CO)C(=O)CCCn2nncc2CO[C@H]1CN(C)C(=O)Nc1ccc2c(c1)OCO2,19,11%,7%,x,-1%,10%,i,14%,x
CO[C@@H]1CN(C)C(=O)c2cc(NC(=O)Nc3cc(F)ccc3F)ccc2OC[C@H](C)N(C(=O)c2cnccn2)C[C@@H]1C,11,x,-3%,x,x,1%,x,15%,x
CC(C)(C)c1ccc(OCCCNCc2ccccc2)cc1,-102*,-3%,-4%,23µM*,-88%,-8%,i,u,23µM*
CCOc1ccccc1NC(=O)CN1C(=O)CSC(C)C1=O (stereo unspecified),8,-6%,9%,-4%,2%,7%,i,3%,-5%
COc1ccc2c(c1)C(C)=CC(C)(C)N2C(=O)CN1C(=O)CCC1=O,19,7%,11%,5%,14%,21%,i,2%,-4%
O=C(Nc1nc2ccccc2[nH]1)c1cc2ccccc2o1,0,7%[11.3 µM],7.3µM*,u,-29%,u,i,-2%,-10%
Cn1c(Cc2ccccc2)nnc1SCCC(=O)Nc1ccccc1,-2,-11%,10%,-1%,13%,9%,i,0%,-3%
Cc1cn(CC(=O)NCCc2c[nH]c3ccccc23)c(=O)[nH]c1=O,40,1%,0%,-2%,-3%,1%,u,8%,5%
CCc1cc2c(NCCC(=O)O)ncnc2s1,30,-10%,1%,0%,1%,9%,i,0%,-1%
O=C(COc1ccc(Cl)cc1)NCc1nnc(SCC(=O)NC2CCCCC2)o1,-23,4%,u,-20%,-35%,u,i,12%,-48%[inhibitor]
Cc1cc(Cl)ccc1OCCCC(=O)N1CCCc2ccccc21,-24,-12%,0%,29%,-30%,0%,i,-14%,16%
Cc1nc2nc(-c3cccs3)[nH]c2cc1Br,u,66%[activator],u,2%,-29%,u,i,-5%,-3%
Cc1ccc(C)c(N2CCN(C(=O)c3csc(C)c3C)CC2)c1,-10,4%,-3%,15%,1%,-18%,i,-6%,9%
NC(=O)C1CCN(c2nc(-c3ccccc3F)cs2)CC1,x,27%,x,12%,12%,x,i,8%,-8%
NC(=O)C1CCN(C(=O)COc2cccc3cccnc23)CC1,1,x,1%,-8%,-27%,4%,i,1%,1%
COc1ccc(C(C)=O)cc1CSc1nnc(-c2ccc(Cl)cc2)n1-c1ccccc1,-23,-11%,u,u,-20%,u,i,u,10%[9.22 µM]
C/C(=N\OC(=O)c1ccc(Cl)cc1)c1sc(-c2ccccc2)nc1C,-1,59%[activator],15%,-2%,6%,3%,i,7%,3%
CCCCn1c(N)c(N(CC)C(=O)C2=COCCO2)c(=O)[nH]c1=O,-1,-10%,5%,0%,0%,4%,i,0%,-6%
Cc1[nH]nc2c1C1(CCN(C(=O)c3ccccc3)CC1)C(C#N)=C(N)O2,20,-9%,-1%,20%,-22%,3%,i,21%,-3%
CCCCn1c(N)c(N(CC(C)C)C(=O)c2ccc(N3C(=O)CCC3=O)cc2)c(=O)[nH]c1=O,-3,7%,30%,-3%,21%,10%,i,-1%,-8%
COc1ccc(C(=O)Nc2cc3c(cc2Cl)OCCCO3)cc1,-19,36%[activator],11%,-1%,1%,1%,u,-9%,-3%
Cc1ccc(C(=O)c2c3ccc(C(F)(F)F)cc3nn2CCC(N)=O)cc1,20,71%[activator],-2%,28%,-78%,-7%,i,0%,-13%
CCSc1oc(-c2ccccc2)nc1S(=O)(=O)c1ccccc1,-6,-7%,2%,-5%,-20%,-3%,i,-2%,9%
CCOC(=O)Cc1nnc(NC(=O)CSc2nnc3c4ccccc4n(C(C)C)c3n2)s1,-14,-15%,1%,-2%,-4%,2%,i,-1%,-2%
O=C(Nc1ccc(Br)cc1)c1ccc(Br)c(S(=O)(=O)N2CCCCC2)c1,x,-15%,x,x,-22%,x,u,u,x
CC(=O)Nc1cccc(-c2ccnc3c2CC(C(=O)Nc2cccnc2)O3)c1 (stereo unspecified),12,0%,-2%,x,-11%,9%,i,-8%,x
Cc1ccc2nc(C(=O)N3CCc4c([nH]c5ccccc45)C3c3ccccn3)cn2c1 (stereo unspecified),-59*,3%,-1%,3%,-12%,-18%,i,-9%,2%
CC1NC(=S)N(Cc2ccccc2)C1=O (stereo unspecified),8,0%,7%,-4%,-10%,-6%,i,9%,-65%[inhibitor]
O=C(NCc1cccc(F)c1)C1CCC(=O)N(C2CCCC2)C1 (stereo unspecified),13,8%,9%,-2%,-66%,4%,i,-4%,u
CC(C)C[C@H]1CNC(=S)N1CC1CCN(CCCCc2ccccc2)CC1,u,-3%,-4%,16%,-28%,0%,i,6%,-4%
COc1ccc(/C=C2\SC(=S)N(CCC(=O)NCCCN3CCOCC3)C2=O)cc1,-66*,32%[activator],-22%,u,-33%,-3%,u,u,-3%
O=C(NCc1ccccc1Cl)c1cccc2c1C(=O)c1ccc(-c3ccc(OC(F)(F)F)cc3)cc1S2(=O)=O,-4,u,-18%,u,-2%,-12%,u,u,2%

# Not a hit list; overall some 8.9% were active at least once.
